# High-throughput results deposited in PubChem by several laboratories.
# M18AAP inhibitor: PfM18AAP enzyme inhibition. recombinant PfM18AAP, H-Glu-NHMec fluorogenic cleavage. actives 1.2% (n = 290,000). inhibition, % at 7.35 µM;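 active means inhibition above the campaign mean inhibition over all tested compounds plus 3 SD, cut at about 28% in these data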;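 further: 0% = plate median of test compound wells and 100% = 2 mM ZnCl2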
# IMP-1 inhibitor: inhibitors of Pseudomonas aeruginosa IMP-1 metallo-beta-lactamase; purified IMP-1, nitrocefin hydrolysis, epi-absorbance fluorescence; inhibition, % at 5.6 µM; actives 0.45% (n = 290,000);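 active means inhibition above the mean plus 3 SD of all compounds in the same screening run, cut at about 4.5% in these data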;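 further: 0% = IMP-1 with DMSO and 100% = DMSO wells lacking enzyme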
#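 Material – recombinant IMP-1 enzyme, purified · Amount – IMP-1 0.2 nM before substrate addition · Medium – HEPES buffer pH 7.1 with ZnSO4 and Brij 35 · Timing – 25 °C, 15 min preincubation, 25 min reaction · Measured by – plate fluorescence quenching by hydrolysis product, ex 480/em 530 nm · Read-out – percent enzyme inhibition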
# FID counter: displaces DNA intercalator in HCV helicase counter-screen; DNA fluorescent intercalator displacement, fluorescence; inhibition, % at 7.9 µM; actives 0.17% (n = 290,000); in the data active means inhibition above about 37%;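 further: 0% = vehicle and 100% = reference compound; higher means more ethidium bromide displaced from hairpin DNA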
# p-CIP stab down: compounds decreasing mouse p/CIP protein stability. Q05BA5. F442A p/CIP-EGFP cells, EGFP fluorescence, 16 h. decrease of EGFP signal, % at 10 µM. actives 0.01% (n = 290,000). AID 1984;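 active means EGFP signal decrease of at least 30% at 10 µM or well 3 SD below plate mean, unless failing retest; inactive means the rest, including hits failing retest or dose response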; further: some compounds called inactive have numbers as strong as hits; many of its hits are not listed in these tables
# Target sequence (Q05BA5 1-1403): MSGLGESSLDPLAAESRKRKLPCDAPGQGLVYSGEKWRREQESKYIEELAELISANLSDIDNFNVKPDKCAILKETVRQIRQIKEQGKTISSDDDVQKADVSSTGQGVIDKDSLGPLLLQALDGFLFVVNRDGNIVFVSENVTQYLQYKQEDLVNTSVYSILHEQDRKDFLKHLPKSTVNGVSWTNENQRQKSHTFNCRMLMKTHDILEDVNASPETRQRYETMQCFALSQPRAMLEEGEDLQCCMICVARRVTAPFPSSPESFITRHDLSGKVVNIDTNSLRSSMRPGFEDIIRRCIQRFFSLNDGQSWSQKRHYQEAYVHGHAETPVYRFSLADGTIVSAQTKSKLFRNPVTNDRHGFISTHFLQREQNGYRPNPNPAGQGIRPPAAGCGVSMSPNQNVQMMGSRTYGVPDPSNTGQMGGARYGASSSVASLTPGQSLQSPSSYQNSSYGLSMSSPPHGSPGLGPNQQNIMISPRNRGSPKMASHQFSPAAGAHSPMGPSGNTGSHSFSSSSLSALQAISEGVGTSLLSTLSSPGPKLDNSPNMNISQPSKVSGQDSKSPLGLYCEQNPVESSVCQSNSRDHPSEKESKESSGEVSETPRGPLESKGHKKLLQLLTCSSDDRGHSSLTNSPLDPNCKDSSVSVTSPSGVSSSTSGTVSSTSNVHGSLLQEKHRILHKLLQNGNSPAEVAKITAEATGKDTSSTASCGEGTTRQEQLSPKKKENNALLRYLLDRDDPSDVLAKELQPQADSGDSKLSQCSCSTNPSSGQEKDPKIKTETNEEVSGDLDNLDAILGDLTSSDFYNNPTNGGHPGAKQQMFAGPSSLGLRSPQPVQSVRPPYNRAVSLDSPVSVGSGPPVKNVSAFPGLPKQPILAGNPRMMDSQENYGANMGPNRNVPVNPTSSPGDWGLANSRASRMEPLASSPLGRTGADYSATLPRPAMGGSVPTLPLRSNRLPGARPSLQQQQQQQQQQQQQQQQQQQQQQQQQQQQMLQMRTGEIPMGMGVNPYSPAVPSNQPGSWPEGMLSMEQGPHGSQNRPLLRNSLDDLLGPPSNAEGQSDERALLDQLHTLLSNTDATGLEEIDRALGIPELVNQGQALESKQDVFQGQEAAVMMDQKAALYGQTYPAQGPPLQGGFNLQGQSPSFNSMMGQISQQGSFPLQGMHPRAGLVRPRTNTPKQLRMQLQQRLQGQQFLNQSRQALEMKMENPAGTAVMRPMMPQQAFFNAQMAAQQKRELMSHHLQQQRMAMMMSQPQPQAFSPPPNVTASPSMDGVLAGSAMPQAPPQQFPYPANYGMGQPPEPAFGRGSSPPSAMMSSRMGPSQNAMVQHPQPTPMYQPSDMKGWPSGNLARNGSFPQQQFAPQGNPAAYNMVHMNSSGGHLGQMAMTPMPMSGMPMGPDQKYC
# HCV NS3 hel inh: inhibitors of Hepatitis C virus NS3 helicase. NS3 helicase DNA unwinding, Cy5 molecular beacon fluorescence. inhibition, % at 10.9 µM. actives 0.56% (n = 290,000);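 active means inhibition above the mean of all tested compounds plus 3 SD, set per campaign, cut at about 35% in these data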;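 further: 0% = DMSO wells and 100% = thioflavine S control wells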
#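 test system = hepatitis C virus NS3 helicase domain fragment enzyme | reagent = annealed dual-labelled DNA beacon duplex, ATP-started | times = 1 h at 25 °C | detection = Cy5 fluorescence, 0 and 60 min reads | read-out basis = percent inhibition from t60/t0 fluorescence ratio | control set = DMSO and thioflavine S | replication = one well per compound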
# IDE cell activ: IDE (human) activation, cell-based. P14735. HEK cells, FAbeta-B cleavage, fluorescence polarization; 0% vehicle, 100% cell-free pure enzyme wells. activation, % at 5.96 µM. actives 0.073% (n = 340,000);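 active means activation above the mean of all tested compounds plus 3 SD, set per screening campaign, cut at about 17% in these data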
# VIM-2 inh: inhibitors of Pseudomonas aeruginosa VIM-2 metallo-beta-lactamase | actives 0.89% (n = 290,000) | purified VIM-2, nitrocefin hydrolysis, epi-absorbance fluorescence | inhibition, % at 5.6 µM;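 active means inhibition above the mean of all tested compounds plus 3 SD, cutoff set per screening run, cut at about 7.5% in these data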;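 further: red hydrolysis product quenches plate fluorescence so inhibitors raise well fluorescence; 0% = enzyme with DMSO and 100% = DMSO without enzyme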
# IDE inh: cellular human IDE inhibition. P14735. HEK cells, FAbetaB cleavage, fluorescence polarization. inhibition, % at 5.59 µM. actives 0.41% (n = 320,000). AID 434962;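 active means percent inhibition above the average of all tested compounds plus 3 SD, set per screening campaign, cut at about 16% in these data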;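 further: IDE supplied by intact live HEK cells; FP after avidin binding of uncleaved biotin substrate so inhibition keeps polarization high; 0% = DMSO wells and 100% = 60 µM reference IDE inhibitor Ii1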
# UBC9 SUMO inh: SUMOylation inhibition; actives 0.36% (n = 290,000); inhibition, % at 35 µM; HTRF SUMOylation assay, SAE1/SAE2 + UBC9, in vitro; P63279; in the data active means inhibition above about 50%, passing the limit was not always enough; further: strong numbers were not always called active
# Active calls of the source: *; . = not tested or not shown.
SMILES,M18AAP inhibitor,IMP-1 inhibitor,FID counter,p-CIP stab down,HCV NS3 hel inh,IDE cell activ,VIM-2 inh,IDE inh,UBC9 SUMO inh
CC1(NC(=O)N2CCOCC2)CCS(=O)(=O)C1 (configuration not stated),-2,-1.9,1,6,4,-2,-1.4,-1,-21
CCN(CC)S(=O)(=O)c1cccc(C(=O)NCC2CCCO2)c1 (configuration not stated),8,-0.3,-3,3,3,2,-0.9,5,-16
Cc1ccccc1N1C(=O)CSC1=C(C#N)C#N,7,-1.8,-23,-9,27,0,-1.5,4,13
O=C(NC1CCSc2ccccc21)c1cccc([N+](=O)[O-])c1 (configuration not stated),-3,-4.2,0,2,6,5,-1.5,6,-2
NC(=O)Cn1nc([N+](=O)[O-])nc1Oc1ccccc1C(=O)N1CCOCC1,-7,-2.0,17,14,7,1,-1.4,4,2
COCCNC(=O)NC1(C(F)(F)F)Oc2ccc(Cl)cc2O1 (configuration not stated),83*,-2.6,-3,7,3,-2,-2.3,0,-8
COc1ccc(Cl)cc1S(=O)(=O)NCc1cccs1,-3,-4.3,-4,-3,7,-2,-2.8,7,6
CCOC(=O)c1ccccc1Oc1c(F)c(F)nc(NCCO)c1F,-6,-3.0,-17,-18,-6,-2,-1.2,1,26
CCN(CC)S(=O)(=O)c1ccc(-c2cn3ccc(C)cc3n2)cc1,-3,-6.6,-21,1,1,0,-1.8,8,18
COc1cc2c(cc1OC)C(c1ccccc1C(F)(F)F)CC(=O)N2 (configuration not stated),4,-2.7,-27,-10,-4,2,-3.5,0,-12
COc1ccccc1/C=C/C(=O)Nc1ccc2c(c1)OCCO2,4,-2.9,-13,2,-24,0,-3.1,1,-10
CCc1ccccc1NC(=S)N(CCN(C)C)C(C)c1ccccn1 (configuration not stated),-6,-2.9,-3,14,1,8,-3.9,1,-8
C=CCn1c(C23CC4CC(CC(C4)C2)C3)n[nH]c1=S,24,-0.7,-22,-9,14,2,-1.1,.,1
CCn1c(CSc2nnc(-c3ccncc3)n2C)nc2cc(C(=O)O)ccc21,-3,-1.6,2,-5,18,8,-0.2,-4,10
N#CC(Sc1ccccn1)c1ccc(Cl)cc1Cl (configuration not stated),8,-0.7,0,-7,-7,-2,-0.5,0,7
CN(Cc1ccccc1)C(=O)C(=O)c1cn(CC(=O)N2CCCC2)c2ccccc12,8,-0.8,-37,1,2,6,0.0,-3,-2
O=C(NC(=S)Nc1ccc(F)c([N+](=O)[O-])c1)c1ccccc1F,9,-1.2,-1,1,6,3,-2.7,8,19
Cc1cc(-c2c(C)[nH]n(-c3ccc(Cl)cc3)c2=O)n[nH]1,-6,-1.9,-10,0,7,5,-3.4,0,-21
CCN(CC)c1cc(C)c2cc(NC(=O)c3cccs3)ccc2n1,-7,-1.2,0,9,-1,-1,-1.1,-2,0
Cc1nc(-c2noc(-c3ccc(Cl)cc3)n2)c(C(F)(F)F)o1,-9,-3.5,-3,-9,2,1,-3.0,-2,0
O=S(=O)(Nc1cccnc1Cl)c1ccc(-c2ccccc2)cc1,-4,1.3,-28,-10,16,6,3.4,-1,-10
Cc1c(CC(=O)NCC(=O)NCC(=O)O)c(=O)oc2c(C)c3oc4c(c3cc12)CCCC4,3,-2.9,-25,-8,3,-5,2.1,.,18
CCOc1ccc(CCNS(=O)(=O)c2cnc[nH]2)cc1OCC,7,-1.3,-3,8,0,5,-2.6,2,4
Cn1cc(/C=C2\SC(=S)N(N3CCOCC3)C2=O)c2ccccc21,6,4.8*,0,1,-6,3,-1.6,0,-7
COc1ccc(-c2cc(=O)oc3c(C)c(OC(C)C(=O)NCc4ccccn4)ccc23)cc1 (configuration not stated),6,-3.2,-38,-7,-26,5,-3.3,6,25
CN(C)S(=O)(=O)c1cccc(C(=O)NCCc2ccccc2)c1,2,-4.8,-4,-8,-1,3,-1.3,1,-4
CCOC(=O)c1c(NC(=O)CSc2nnc(-c3cccnc3)o2)sc(C)c1C,-6,-0.5,-1,7,4,-1,0.6,0,14
c1ccc(CNc2nc(-c3ccccc3)nc3ccccc23)cc1,3,-1.8,8,-8,-13,8,-3.3,0,-18
Cc1cc(=O)oc2cc(NC(=S)NNC(=O)c3c(Cl)cnn3C)ccc12,12,-3.3,-45,-6,6,0,-5.6,3,9
COc1ccc([N+](=O)[O-])cc1NC(=O)C1C2C=CC(C2)C1C(=O)O (configuration not stated),4,-1.6,-3,-4,4,5,0.9,2,-8
COCC(=O)Nc1cc(C)cn(Cc2c(F)cccc2Cl)c1=O,10,-3.2,-24,-11,27,-1,0.4,7,-6
CN(C)/C=C(\C#N)C(=O)c1cccc(Oc2ccc(Br)cc2)c1,-4,-2.1,-33,9,18,4,2.5,2,-1
CCCCCc1nc2ccccc2c(=O)n1NC(=O)c1c(O)c2cccc3c2n(c1=O)CCC3,0,-1.1,-1,.,-1,.,-3.4,.,.
O=C1c2ccccc2C(=O)N1CCOc1ccc(F)cc1,-6,-3.1,-5,-14,3,2,-1.2,-1,16
Cc1ccc(-c2noc(C3CCCN(S(=O)(=O)c4ccc5ccccc5c4)C3)n2)o1 (configuration not stated),-2,-2.4,-16,-9,2,1,-3.1,0,19
O=c1[nH]c(=O)n(Cc2ccco2)c2c1C(C(F)(F)F)(C(F)(F)F)N=C(c1ccco1)N2,-9,-3.5,-1,3,6,6,-7.6,-11,28
COc1ccc2cc(C(=O)C3CCCN(Cc4cnc(C)s4)C3)ccc2c1 (configuration not stated),3,-2.1,-6,-5,-15,-2,-2.2,-1,22
O=C1CC(C(=O)Nc2ncccn2)C(c2ccccc2)O1 (configuration not stated),3,-2.9,1,-19,3,-1,-0.8,3,23
CCOC(=O)Cc1csc(NC(=O)COc2ccccc2OC)n1,-3,-1.8,-13,1,0,2,-0.7,-4,-9
C=CCNC(=S)Nc1sc2c(c1C(=O)OCC)CC(C(C)C)OC2 (configuration not stated),-8,-0.4,-12,-18,10,-6,-0.3,8,2

# Record cards, as listed above. Order of screens: M18AAP inhibitor | IMP-1 inhibitor | FID counter | p-CIP stab down | HCV NS3 hel inh | IDE cell activ | VIM-2 inh | IDE inh | UBC9 SUMO inh
# `COCC(=O)Nc1cc(C)cn(Cc2c(F)cccc2Cl)c1=O` across the screens: 10 | -3.2 | -24 | -11 | 27 | -1 | 0.4 | 7 | -6
# `O=C1c2ccccc2C(=O)N1CCOc1ccc(F)cc1` across the screens: -6 | -3.1 | -5 | -14 | 3 | 2 | -1.2 | -1 | 16
# `Cc1ccc(-c2noc(C3CCCN(S(=O)(=O)c4ccc5ccccc5c4)C3)n2)o1` (configuration not stated) across the screens: -2 | -2.4 | -16 | -9 | 2 | 1 | -3.1 | 0 | 19

# (cont.)
SMILES,M18AAP inhibitor,IMP-1 inhibitor,FID counter,p-CIP stab down,HCV NS3 hel inh,IDE cell activ,VIM-2 inh,IDE inh,UBC9 SUMO inh
COC(=O)CCC(=O)OC1(C)C(=O)C=C2C=C(C3CC3)N(C3CC3)C=C2C1=O (configuration not stated),.,.,.,-15,.,3,.,-1,17
CSc1nsc(/C=C/Nc2ccc(Cl)cc2)c1C#N,6,0.0,-4,-31,4,-6,-0.8,3,21
O=C(NCCN1CCOCC1)C1CCC(CNS(=O)(=O)c2ccc(Cl)cc2)CC1 (configuration not stated),7,-3.3,2,-5,0,4,0.7,3,13
CCOCCCNC(=O)c1cn(CC)c2ccc(S(=O)(=O)N3CCOCC3)cc2c1=O,10,-3.9,-24,0,27,4,-2.3,2,-2
C/C(=N\Nc1cc(N2CCCCC2)nc(C)n1)c1ccc(Br)cc1,2,-4.5,0,-20,-57,5,-3.8,7,-5
CCc1cccc2c(-c3csc(=NC)n3C)c[nH]c12,-2,-2.4,24,13,-43,.,-0.4,5,-5
O=C(COc1ccc(S(=O)(=O)NCc2ccccc2)cc1Cl)NCc1ccncc1,9,-3.1,-17,-9,-2,2,1.2,-3,-4
Cc1cccc(NC(=O)c2sc3nc(N4CCOCC4)c4c(c3c2N)CCCC4)c1,41*,1.1,-24,-6,19,-14,2.9,8,6
O=C(NC(=S)Nc1ccc(S(=O)(=O)Nc2nccs2)cc1)c1ccccc1,-14,-3.3,-3,2,9,1,-0.8,4,-7
CCOc1ccc2c(c1)nc(SCC(=O)c1cccs1)n2C,8,-4.7,-6,-1,-8,9,-3.5,0,8
C=CCn1c(=O)c2ccccc2n2c(SCc3nnc(-c4ccccc4Br)o3)nnc12,6,-3.2,-5,0,0,3,-2.5,-8,2
O=C(COC(=O)c1ccc(S(=O)(=O)NCc2ccco2)cc1)Nc1ccccc1OC(F)F,10,-0.9,-15,-8,9,4,1.2,2,-9
CCOc1ccccc1N/C=C(\C#N)c1nc2ccccc2n1C,0,0.3,-3,-4,-1,7,-0.6,4,11
O=S1(=O)CC(O)C(N2CCC(c3ccccc3)CC2)C1 (configuration not stated),-1,-2.1,-3,2,14,4,-2.3,3,-13
CC(C)C(C)(C#N)NC(=O)CSc1nncn1-c1ccccc1 (configuration not stated),-16,-0.2,-5,3,28,-4,-0.4,1,6
Cc1oc(-c2ccccc2F)nc1CN1CCC(C(=O)NCc2cccs2)CC1,8,-2.3,11,-8,17,-4,-2.6,4,10
O=C(COc1nc2ccccc2nc1N1CCOCC1)NCC(F)(F)F,-2,-2.1,-1,0,0,0,-0.5,-1,-10
COc1ccc(N2CC(C(=O)N/N=C/c3ccccc3)CC2=O)cc1 (configuration not stated),-5,-3.2,-14,-8,-17,5,-3.7,6,8
CC(C)Oc1ccc(C(=O)Nc2ccc3c(c2)n(C)c(=O)n3C)cc1,-1,-1.4,-26,5,10,-2,1.1,1,-5
CCCCNC(=O)COC(=O)c1ccc(NC(C)=O)cc1,-2,-4.0,0,-18,7,5,-6.9,6,7
CN1/C(=C\C(=O)CN2C(=O)NC3(CCCCCC3)C2=O)C(C)(C)c2ccccc21,5,-4.3,-16,-20,-4,3,-3.0,4,3
COc1ccc(CC(=O)OCC(=O)NCc2ccccc2Cl)cc1OC,-2,-1.0,-14,-5,-5,-2,-4.8,0,-11
CS(=O)(=O)C1=NSC2=NC(=O)/C(=C\c3ccc(OC(=O)c4ccco4)cc3)C(=N)N21,1,-2.3,-10,3,-2,.,-1.3,-5,8
COC(=O)COc1ccc2occ(C(C)=O)c2c1,2,-1.2,2,-8,-5,-3,0.3,1,21
CCN(CC)S(=O)(=O)c1ccc2c(c1)nc(SCc1nc3ccsc3c(=O)[nH]1)n2CC,5,-3.7,-25,5,-1,5,-3.5,2,23
COc1cc2c(=O)n(Cc3ccco3)c(=O)n(CC(=O)c3cccc(Br)c3)c2cc1OC,-1,-1.4,4,-6,1,.,-2.2,-1,0
CCc1nnc(NC(=O)CSc2nnc(Cc3cccn3C)n2C)s1,-2,-1.9,-22,-13,1,0,-2.8,5,19
O=C1N=NC2=C1c1c3ccccc3c(O)n1CC2,0,-3.7,-1,4,5,2,1.0,3,-3
Cc1nc(-c2ccccc2O)n(-c2ccccc2)n1,10,-4.0,-3,-2,0,5,-4.0,-4,-8
Cc1ccnc(NC(=O)c2ccc(Cl)c(NC(=O)c3ccccc3C)c2)c1,12,-3.9,-17,-3,-3,-2,-0.4,1,24
